# procasp7 counter: counter-screen: procaspase-7 (human) activation. activation, % at 8.5 µM. recombinant procaspase-7, Ac-DEVD-pNA absorbance 405 nm; D23A/D198A/D206A triple mutant, cannot self-cleave; scale: DMSO 0, 5 µM enzyme 100. hit rate 0.093% among 330,000;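 active = percent activation above the screen-wide mean plus 3 SD, cut at about 25% in these data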
# Target sequence (P55210 whole entry D23A/D198A/D206A): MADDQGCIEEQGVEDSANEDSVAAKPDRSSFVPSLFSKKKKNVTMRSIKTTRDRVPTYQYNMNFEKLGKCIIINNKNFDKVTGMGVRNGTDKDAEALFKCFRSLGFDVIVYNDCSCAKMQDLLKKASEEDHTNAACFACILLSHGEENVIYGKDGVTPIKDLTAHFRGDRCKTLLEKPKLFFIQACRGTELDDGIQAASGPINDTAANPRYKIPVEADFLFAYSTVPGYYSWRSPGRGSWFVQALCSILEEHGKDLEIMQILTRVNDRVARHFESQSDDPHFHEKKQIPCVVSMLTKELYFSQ
#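 Material: Procaspase-7 triple mutant (PC-7 D3A) | Quantity: 2 µM procaspase-7 mutant as dispensed | Reagent: DEVD-pNA substrate | Times: 1 h preincubation, 2 h reaction | Technique: 405 nm absorbance of p-nitroaniline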
# procasp3 activ: activates human procaspase-3; P42574; recombinant procaspase-3 D3A, Ac-DEVD-pNA absorbance 405 nm; activation, % at 8.5 µM; hit rate 0.11% among 330,000; AID 463141;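 active = activation above the mean of all tested compounds plus 3 SD, cut at about 21% in these data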;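 note: 0% = DMSO alone and 100% = DMSO wells spiked with extra 5 µM PC-3 D3A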
# Target sequence (P42574 whole entry D9A/D28A/D175A): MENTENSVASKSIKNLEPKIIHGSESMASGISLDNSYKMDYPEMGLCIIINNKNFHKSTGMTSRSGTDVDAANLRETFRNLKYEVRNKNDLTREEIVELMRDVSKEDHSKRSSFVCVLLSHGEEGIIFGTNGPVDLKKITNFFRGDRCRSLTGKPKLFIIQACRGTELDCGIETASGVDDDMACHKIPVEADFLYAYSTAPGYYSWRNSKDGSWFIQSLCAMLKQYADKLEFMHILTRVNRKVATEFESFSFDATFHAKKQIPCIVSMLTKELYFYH
#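 System: Procaspase-3 D3A mutant. Medium: Zinc-free 300 mM NaCl, 50 mM HEPES, 0.01% Triton X-100. Schedule: 1 h preincubation plus 2 h reaction at 25 °C. Measured by: 405 nm absorbance of p-nitroaniline, reads at 0 and 120 min. Read-out: percent activation relative to control range.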
# PP5 inh: blocks human protein phosphatase 5 activity | hit rate 0.18% among 320,000 | purified PP5c, OMFP substrate fluorescence | AID 1987 | inhibition, % at 6.7 µM | P53041;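 active = inhibition above the campaign's mean inhibition across all tested compounds plus 3 SD, cut at about 9.5% in these data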;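 note: 0% = DMSO only and 100% = 100 µM cantharidin control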
# Target sequence (P53041 whole entry, looked up): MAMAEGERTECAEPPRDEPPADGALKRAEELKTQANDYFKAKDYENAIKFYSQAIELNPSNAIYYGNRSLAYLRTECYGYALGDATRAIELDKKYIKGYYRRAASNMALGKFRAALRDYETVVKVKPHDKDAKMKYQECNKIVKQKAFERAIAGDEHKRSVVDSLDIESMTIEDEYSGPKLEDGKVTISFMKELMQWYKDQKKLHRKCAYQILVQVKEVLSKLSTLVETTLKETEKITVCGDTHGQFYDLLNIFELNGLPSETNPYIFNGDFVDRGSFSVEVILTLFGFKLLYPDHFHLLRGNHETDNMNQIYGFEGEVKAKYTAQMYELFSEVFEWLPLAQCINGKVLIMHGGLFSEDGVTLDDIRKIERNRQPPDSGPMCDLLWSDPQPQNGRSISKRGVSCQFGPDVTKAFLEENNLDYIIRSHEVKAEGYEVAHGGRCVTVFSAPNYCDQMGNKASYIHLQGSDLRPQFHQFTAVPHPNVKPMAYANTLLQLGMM
# GRK2 inh: blocks RNA aptamer binding to human GRK2; P25098; bead flow cytometry, FAM-aptamer displacement from GRK2; inhibition of aptamer binding, % at 10 µM; hit rate 0.59% among 330,000; AID 488847;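 active = inhibition of aptamer binding above 40%, roughly 3 SD of noise, on plates passing a quality check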;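 note: median bead fluorescence of bound FAM aptamer so fluorescent compounds give negative values; no value below 0 was filed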
# JMJD2C inh: inhibitors of human GASC-1 (JMJD2C) demethylase; Q9H3R0; GST-JMJD2C(1-420) H3K9me3 demethylation, DELFIA europium; inhibition, % at 2.35 µM; hit rate 0.069% among 330,000; AID 2099;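 active = more than half of a compound's replicate wells show inhibition beyond 50%, single wells judged on their own value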;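 note: signal counts dimethyl H3K9 product captured on neutravidin plate; 0% = median of DMSO wells and 100% = 0.3 times that DMSO median; strong numbers were not always called active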
# HCV core dimer: HCV core protein dimerization inhibition | TR-FRET GST/Flag-core106 dimerization, 1536-well | inhibition, % at 5 µM | hit rate 0.33% among 300,000 | AID 1899;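 active = inhibition above the mean of all tested compounds plus 3 SD, set per screening campaign, cut at about 45% in these data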
#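 assay system = GST-tagged and Flag-tagged HCV core protein residues 1-106 | controls = unlabelled core106 and no-GST-core106 wells | incubation = compound-protein-antibody incubation 4 h at 22.5 °C | probe or stimulus = Eu donor and XL665 acceptor anti-tag antibodies | read-out = % inhibition based on acceptor/donor emission ratio | signal = TR-FRET 671 and 617 nm emission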
# VLA-4 inh: inhibition in a human VLA-4 binding assay; inhibition, % (about 7 µM as worked out from the volumes in the protocol); hit rate 0.2% among 330,000; P13612; VLA-4 expressing cells, ligand binding flow cytometry; in the data active = inhibition above about 50%
# Fh CTSL1 inh: counter-screen for PFM18AAP inhibitors: inhibitors of F. hepatica cathepsin L1 | recombinant F. hepatica cathepsin L1, Z-Leu-Arg-MCA fluorescence | inhibition, % at 5.96 µM | hit rate 0.49% among 300,000 | AID 1906;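 active = inhibition above the mean of all tested compounds plus 3 SD, set per screening campaign, cut at about 17% in these data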;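 note: 0% = plate median of test compound wells and 100% = 1 µM Z-Phe-Ala-diazomethylketone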
# PP1 counter: blocks human PP1-alpha phosphatase, a PP5 counter-screen; purified PP1alpha, OMFP fluorescence; inhibition, % at 6.7 µM; hit rate 0.9% among 320,000; AID 2235;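 active = inhibition above the mean inhibition of all tested compounds plus 3 SD, computed separately for each screening campaign, cut at about 15% in these data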
# * = called active by the depositor; x = no result given. The order is random, and some 2.6% of all compounds hit somewhere here.
[1] COC(=O)c1ccccc1NC(=O)c1ccccc1OC
[2] CCC(=O)Nc1ccc(S(=O)(=O)Nc2c(NC)c3ccccc3oc2=O)cc1
[3] CCn1c(SCC(=O)NC2CCCC2)nnc1-c1ccoc1C
[4] O=C(NCCc1c[nH]c2ccc(Cl)cc12)c1ccc([N+](=O)[O-])cc1
[5] O=C(CCCN1C(=O)/C(=C\c2ccccc2)SC1=S)N1CCOCC1
[6] CC(C)(C)OC(=O)N1CCCC(C(=O)Nc2ccc(C(=O)N3CCCCC3)cc2)C1 (stereo not given)
[7] Cc1c(Br)c([N+](=O)[O-])nn1CCCC(=O)Nc1sc2c(c1C(N)=O)CCC(C)C2 (stereo not given)
[8] O=C(Nc1ccc(CN2CCS(=O)(=O)CC2)cc1)c1ccc(C(F)(F)F)cc1

Assay by compound	1	2	3	4	5	6	7	8
procasp7 counter	-3.9	-1.0	-1.4	0.2	-8.4	-2.6	-4.4	4.3
procasp3 activ	3.3	3.9	10.3	-16.0	-1.3	9.7	6.6	-7.9
PP5 inh	1.9	-0.8	0.8	1.8	x	x	2.8	-0.9
GRK2 inh	1.0	0.0	0.0	0.0	1.0	3.0	3.0	3.0
JMJD2C inh	-31.6	-5.7	-2.7	74.9	-5.5	1.7	2.6	5.1
HCV core dimer	-2.4	5.4	-8.0	1.9	x	x	6.7	3.4
VLA-4 inh	6.2	13.2	-3.8	8.1	4.4	-10.6	7.8	-0.2
Fh CTSL1 inh	-2.1	-0.3	3.2	4.4	x	x	-1.2	0.0
PP1 counter	-2.0	-3.5	-3.1	-3.8	x	x	1.0	-2.9

[9] CCOc1ccc(CCNC(=O)CN2C(=O)CCSc3ccccc32)cc1
[10] O=S(=O)(NCCSc1ccc(Cl)cc1)c1ccc(F)cc1
[11] CCCc1cc(=O)oc2cc(C)cc(OCC(=O)O)c12
[12] Cn1c(=N)c(S(=O)(=O)c2ccccc2)cc2c(=O)n3ccccc3nc21
[13] CCNC(=O)N1CCN(S(=O)(=O)c2ccc3c(c2)OCCCO3)CC1
[14] Cn1c(CN2CCOCC2)nc2cc(NC(=O)c3ccc(F)cc3)ccc21
[15] Cc1nc2c(ncn2-c2ccccc2)c(=O)n1NC(=O)CN1CCCC1
[16] COc1ccc(S(=O)(=O)N2CC(C(=O)O)Oc3ccc(CC(=O)O)cc32)cc1 (stereo not given)

Assay by compound	9	10	11	12	13	14	15	16
procasp7 counter	8.8	1.7	2.3	-26.3	-9.4	-6.2	0.0	3.9
procasp3 activ	1.8	5.3	-11.4	-33.1	6.7	-2.1	0.0	-4.0
PP5 inh	2.1	1.7	1.3	1.2	1.4	1.7	1.1	-0.1
GRK2 inh	2.0	0.0	0.0	0.0	1.0	4.0	1.0	11.0
JMJD2C inh	5.5	0.4	-0.5	x	-2.1	-1.0	-1.3	33.5
HCV core dimer	0.1	-0.8	0.9	5.2	x	1.5	-3.1	3.9
VLA-4 inh	9.4	-8.0	13.1	4.4	-4.1	15.0	-17.0	-7.0
Fh CTSL1 inh	-0.9	2.0	2.3	-5.7	x	-0.5	0.1	3.5
PP1 counter	4.1	6.6	-0.1	0.8	-2.8	-4.4	-0.7	0.5

[17] Cc1c(C(=O)N2CC(C)OC(C)C2)sc2nc(-c3ccccc3)cn12 (stereo not given)
[18] CNC(=S)N/N=C/c1cn(Cc2ccc(C)cc2)c2ccccc12
[19] C/C(=N/NC(=O)Cc1cc(=O)[nH][nH]1)c1ccc([N+](=O)[O-])cc1
[20] Cc1ccccc1NS(=O)(=O)c1ccc(NC(=O)c2nc3ncccn3n2)cc1
[21] O=C(/C=C\c1ccc(-c2ccccc2)o1)c1ccccc1
[22] CCCCCC(=O)Nc1cccc(C2=NOC3(C2)C[C@@H](C(N)=O)N(C(=O)c2ccc(OC)cc2)C3)c1 (stereo not given in full)
[23] Cc1ccsc1C(=O)NN=C1CCCCCC1
[24] Cc1ccc(/C=N/Nc2nnc(Cl)c3ccccc23)cc1

Assay by compound	17	18	19	20	21	22	23	24
procasp7 counter	1.3	4.7	-9.2	6.4	-11.0	4.0	0.9	-10.2
procasp3 activ	-11.4	-1.5	7.9	0.4	-4.3	-4.0	8.9	7.1
PP5 inh	1.4	4.2	1.2	1.7	2.0	3.8	1.0	0.7
GRK2 inh	7.0	2.0	2.0	1.0	8.0	65.0*	3.0	1.0
JMJD2C inh	-4.7	4.5	-0.4	2.0	4.3	-7.5	24.3	4.1
HCV core dimer	-8.6	11.6	-4.6	-2.0	22.0	-5.7	-9.6	1.0
VLA-4 inh	-13.6	5.6	7.7	-1.0	18.9	29.5	11.0	-3.2
Fh CTSL1 inh	-1.1	0.0	4.5	0.9	66.2*	-5.0	-1.1	0.5
PP1 counter	-4.8	0.4	-0.3	-2.5	-0.3	-3.1	1.7	-4.8

# An excerpt from above in order of the PP5 inh value, low to high:
item	SMILES	procasp3 activ	PP5 inh	GRK2 inh	JMJD2C inh	HCV core dimer	VLA-4 inh
23	Cc1ccsc1C(=O)NN=C1CCCCCC1	8.9	1.0	3.0	24.3	-9.6	11.0
14	Cn1c(CN2CCOCC2)nc2cc(NC(=O)c3ccc(F)cc3)ccc21	-2.1	1.7	4.0	-1.0	1.5	15.0
9	CCOc1ccc(CCNC(=O)CN2C(=O)CCSc3ccccc32)cc1	1.8	2.1	2.0	5.5	0.1	9.4

# (continued)
[25] CCOC(=O)NC(=O)CSc1nnc(SCCC(=O)O)s1
[26] COc1ccc(Cl)cc1N1C(=O)CC(N2CCN(S(=O)(=O)c3ccccc3F)CC2)C1=O (stereo not given)
[27] COc1ccc(-c2c(C)c3ccc(OCC(C)=O)cc3oc2=O)cc1
[28] CCCCn1c(N)c(N(CCOC)C(=O)C2CCN(S(=O)(=O)c3ccc(C)c(C)c3)CC2)c(=O)[nH]c1=O
[29] Cc1nn(-c2ccccc2)c(N2CCCC2)c1/C=N/NC(=O)c1cc2ccccc2cc1O
[30] Cc1ccccc1NC(=O)CSc1n[nH]c(-c2ccccn2)n1
[31] CCC1CCCCN1CCCNC(=O)CCNC(=O)Cn1cnc2ccccc2c1=O (stereo not given)
[32] OCCCc1cn(-c2ccccc2)c2ccccc12

Assay by compound	25	26	27	28	29	30	31	32
procasp7 counter	-1.1	13.6	-5.9	4.8	-5.8	17.7	11.2	1.8
procasp3 activ	-6.6	4.6	-4.1	-5.3	12.3	2.4	3.1	-2.2
PP5 inh	3.4	x	1.2	0.3	2.3	0.9	1.9	2.9
GRK2 inh	11.0	0.0	0.0	0.0	66.0*	5.0	0.0	5.0
JMJD2C inh	4.6	-0.6	-31.1	-2.7	-1.3	-2.8	5.8	-7.2
HCV core dimer	-6.4	x	1.3	1.0	37.6	9.7	3.8	-3.8
VLA-4 inh	-3.6	-11.3	-1.3	-1.4	18.1	5.2	-2.5	-0.7
Fh CTSL1 inh	-3.3	x	-0.8	-1.1	0.8	0.1	-2.2	5.4
PP1 counter	0.4	x	4.4	-2.7	9.8	-0.4	2.1	4.0

[33] CN1C=C(C(F)(F)F)C=C/C1=C(\C#N)c1nnc2n1CCCCC2
[34] CCn1cnnc1SCC(=O)NCC1COc2ccccc2O1 (stereo not given)
[35] COc1cccc(CN2CC(C(=O)NCCOc3ccccc3F)CCC2=O)c1 (stereo not given)
[36] CCOc1ccc2ccccc2c1/C=N/n1cncn1
[37] Brc1ccc(C2=CSC3=NCCN23)cc1
[38] O=C(Nc1ccnn1C1CCN(CCCc2ccccc2)CC1)c1cccc(F)c1
[39] COc1ccc(-c2nnc(SCc3cccnc3)o2)cc1
[40] COC(=O)c1nc2n(n1)C(c1cc(OC)ccc1OC)C(C(=O)OC1CCCCC1)=C(C)N2 (stereo not given)

Assay by compound	33	34	35	36	37	38	39	40
procasp7 counter	1.7	4.5	-3.5	2.3	-11.3	4.1	0.5	-4.5
procasp3 activ	2.3	14.3	2.1	-7.3	-1.3	13.1	0.8	8.4
PP5 inh	0.0	2.2	-0.1	2.0	-2.6	2.5	5.6	7.4
GRK2 inh	0.0	0.0	0.0	1.0	1.0	0.0	0.0	2.0
JMJD2C inh	-0.2	-1.5	-1.1	-0.9	-5.4	-0.7	5.5	3.9
HCV core dimer	3.1	x	-9.6	-5.1	10.7	7.9	-7.2	7.5
VLA-4 inh	10.1	19.2	4.3	9.2	6.3	1.8	1.4	-23.2
Fh CTSL1 inh	0.2	x	-5.7	-0.5	-0.8	-0.8	-10.5	-1.2
PP1 counter	-2.6	6.3	2.2	-0.8	-1.8	-0.3	5.2	5.1

[41] CC1CCCCC1NC(=O)CCn1c(=O)oc2ccccc21 (stereo not given)
[42] O=C(CNC(=O)c1ccco1)OC(C(=O)c1ccccc1)c1ccccc1 (stereo not given)
[43] CC(C)CC(=O)NC1(C(F)(F)F)C(=O)N(CC(C)C)C2=C1C(=O)CC(C)(C)C2 (stereo not given)
[44] C#CCOc1ccc(/C=C2/C(=O)NN(c3ccc(F)cc3)C2=O)cc1OC
[45] CCCCn1c(N)c(N(CCOC)C(=O)c2cc(-c3ccc(F)cc3)nc3ccccc23)c(=O)[nH]c1=O
[46] Cc1ccc[n+](CC(=O)/C=C2\N(C)c3ccccc3C2(C)C)c1
[47] CN1C(=O)N(C)C2(c3ccccc3)N(C)C(=O)NC12c1ccccc1 (stereo not given)
[48] COc1ccc(Cn2c(=O)cc(C)[nH]c2=S)cc1

Assay by compound	41	42	43	44	45	46	47	48
procasp7 counter	0.6	16.4	12.5	-4.2	-11.1	6.6	12.5	0.5
procasp3 activ	9.2	-3.9	2.6	-1.2	-2.2	6.5	13.6	2.1
PP5 inh	0.4	2.5	2.1	3.3	1.4	0.2	3.9	0.2
GRK2 inh	0.0	0.0	0.0	3.0	2.0	7.0	13.0	0.0
JMJD2C inh	5.7	1.0	-29.1	-2.3	13.8	0.4	0.5	25.6
HCV core dimer	-0.3	-0.1	0.6	7.2	-2.4	4.2	0.2	-4.2
VLA-4 inh	3.1	12.8	15.9	15.8	8.0	-16.2	1.8	3.5
Fh CTSL1 inh	-1.4	18.6*	-1.8	2.6	7.6	2.0	-0.1	-3.2
PP1 counter	-2.7	0.2	0.2	5.2	3.0	-2.3	0.1	-2.0

[49] Cc1c(C(=O)N2CCOCC2)[nH]c2c1C(=O)CC(c1ccccc1Cl)C2 (stereo not given)
[50] CCc1cccc(C)c1NC(=O)c1ccc2c(c1)CCN2S(C)(=O)=O
[51] O=C(c1cc(-c2ccncc2)nc2ccc(Cl)cc12)N1CCN(C(=O)C2CCCO2)CC1 (stereo not given)
[52] CCCCNC(=O)c1cn(CC)c2cc(N3CCN(C(=O)c4ccco4)CC3)c(F)cc2c1=O
[53] Cc1ccccc1CSc1ccc(S(=O)(=O)N2CCCC2)cn1

Assay by compound	49	50	51	52	53
procasp7 counter	6.9	-4.3	6.1	-11.7	15.2
procasp3 activ	2.8	4.0	6.9	2.9	2.6
PP5 inh	0.3	-0.3	1.1	2.9	x
GRK2 inh	0.0	1.0	0.0	0.0	3.0
JMJD2C inh	9.3	-4.9	2.5	-4.6	-4.3
HCV core dimer	17.3	-0.8	1.6	-6.3	x
VLA-4 inh	14.1	2.4	13.3	23.9	10.0
Fh CTSL1 inh	-2.6	0.4	-1.0	0.7	x
PP1 counter	2.4	-4.0	1.2	5.2	x
